Assay outcomes from PubChem.
KCNQ1 act: human KCNQ1 channel potentiation or activation. CHO-K1 KCNQ1, thallium flux FluxOR fluorescence; active compounds read high. B-score at 10 µM. hit rate 0.35% among 310,000;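 active = fluorescence ratio B-score, a plate-corrected score, at least three library SD, with initial intensity B-score within 5 SD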
Target sequence (P51787 whole entry, looked up): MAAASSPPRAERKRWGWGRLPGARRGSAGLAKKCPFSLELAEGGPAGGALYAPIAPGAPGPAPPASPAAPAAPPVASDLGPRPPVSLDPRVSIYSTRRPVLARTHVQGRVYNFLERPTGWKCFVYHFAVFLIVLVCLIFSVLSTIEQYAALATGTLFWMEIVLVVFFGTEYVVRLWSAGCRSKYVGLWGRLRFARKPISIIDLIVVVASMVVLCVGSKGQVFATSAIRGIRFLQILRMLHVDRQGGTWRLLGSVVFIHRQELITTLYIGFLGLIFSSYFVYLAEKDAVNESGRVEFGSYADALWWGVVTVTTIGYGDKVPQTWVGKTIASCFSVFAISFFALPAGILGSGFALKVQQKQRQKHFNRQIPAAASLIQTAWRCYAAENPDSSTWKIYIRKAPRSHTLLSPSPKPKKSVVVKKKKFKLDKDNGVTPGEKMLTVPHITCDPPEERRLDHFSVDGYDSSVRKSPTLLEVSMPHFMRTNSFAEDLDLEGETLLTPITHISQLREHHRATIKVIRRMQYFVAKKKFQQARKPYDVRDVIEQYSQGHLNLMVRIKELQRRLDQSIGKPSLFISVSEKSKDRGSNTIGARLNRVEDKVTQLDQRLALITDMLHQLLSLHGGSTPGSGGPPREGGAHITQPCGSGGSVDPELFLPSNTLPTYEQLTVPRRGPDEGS
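Test system: CHO-K1 cells stably expressing KCNQ1 / Medium: assay buffer / Also added: depolarizing K+/Tl+ stimulus, K2SO4 and Tl2SO4 each 12.5 mM in 5x stock / Incubation: 90 min dye loading and 20 min compound exposure, both at room temperature / Signal: thallium influx via FluxOR fluorescence, kinetic imaging / Evaluation: B score of baseline-normalized fluorescence ratio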
RGS4 pot: RGS4 potentiation or activation; HEK293 M3R/inducible RGS4, carbachol calcium flux Fluo4; active compounds read low; B-score at 10 µM; hit rate 0.92% among 310,000;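 active = B-score of the integrated calcium signal more than 4 SD below the library mean, with starting fluorescence not abnormally high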;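 also: negative B-score means reduced calcium response which marks RGS4 activation or potentiation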
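Test system: HEK293 cells with stable M3R and inducible RGS4; also added: carbachol at ECmax as muscarinic agonist stimulus; schedule: dye loading 30 min 37 °C, buffer rest 30 min RT; technique: kinetic calcium fluorescence imaging with Fluo4-AM dye, 2 µM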
ANO1 block: mouse TMEM16A channel inhibition, primary screen | Q8BHY3 | HEK293 TMEM16A/YFP iodide influx fluorescence, ionomycin | normalized B-score (activity score, 25-100; higher = stronger inhibition) at 10 µM | hit rate 1.2% among 310,000 | AID 588511;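 active = ratio plate-corrected score three or more library SD toward inhibition, starting fluorescence score within five deviations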;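 also: score derived from kinetic fluorescence span divided by baseline fluorescence per well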
hERG protect: compounds protecting human hERG from proarrhythmic drug block; activation (rescue from dofetilide block), less the hit threshold, % at 10 µM; hit rate 0.51% among 310,000; AID 1511; Q12809; CHO-hERG, FluxOR thallium flux, dofetilide IC70 present;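 active = activation above the mean of controls blocked by dofetilide plus 5 SD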;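 also: thallium influx through hERG after potassium depolarization seen as dye fluorescence rise; in these data hits start at about 4.7%; inactives centre near -7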
KCNK9 inh: human KCNK9 channel inhibition; HEK293 KCNK9, FluxOR thallium flux fluorescence; active compounds read low; B-score at 10 µM; Q9NPC2; hit rate 1.2% among 310,000;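 active = ratio B-score over 3 SD below the library mean, with starting fluorescence within 5 SD of its mean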;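 also: negative B-score means less thallium flux so channel inhibition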
KCNK3 inh: human KCNK3 channel inhibition, primary screen | O14649 | CHO-KCNK3 thallium flux, FluxOR fluorescence; active compounds read low | B-score at 10 µM | hit rate 0.84% among 340,000 | AID 602410;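 active = B-score under library mean minus 4 SD, starting fluorescence ratio at most library mean plus 5 SD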;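 also: more negative B-score means stronger inhibition of thallium flux through KCNK3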
SKKanGAS inh: inhibitors of SKKanGAS S. pyogenes growth in kanamycin (SK-promoter or general growth effect); BacTiter-Glo, 6 h; inhibition, % at 7.5 µM; hit rate 1.3% among 300,000;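 active = mean replicate score, as percent of positive control median, at least 50; inconclusive = mean below 50 but one replicate at or above 50; inactive = mean and every replicate below 50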;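 also: strain carries kanamycin resistance gene driven by streptokinase promoter and grows in 40 µg/ml kanamycin; loss of luminescence reflects streptokinase promoter inhibition or plain growth inhibition; 0% = median of DMSO wells and 100% = positive control at its reference dose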
HDAC3 inh: inhibitors of human histone deacetylase 3. O15379. recombinant HDAC3, fluorogenic peptide/trypsin coupled, fluorescence. inhibition, % at 8.3 µM. hit rate 0.15% among 320,000. AID 2718; in the data active = inhibition above about 26%, passing the limit was not always enough; inconclusive = no clear call, values can overlap the other calls
Target sequence (O15379 whole entry, looked up): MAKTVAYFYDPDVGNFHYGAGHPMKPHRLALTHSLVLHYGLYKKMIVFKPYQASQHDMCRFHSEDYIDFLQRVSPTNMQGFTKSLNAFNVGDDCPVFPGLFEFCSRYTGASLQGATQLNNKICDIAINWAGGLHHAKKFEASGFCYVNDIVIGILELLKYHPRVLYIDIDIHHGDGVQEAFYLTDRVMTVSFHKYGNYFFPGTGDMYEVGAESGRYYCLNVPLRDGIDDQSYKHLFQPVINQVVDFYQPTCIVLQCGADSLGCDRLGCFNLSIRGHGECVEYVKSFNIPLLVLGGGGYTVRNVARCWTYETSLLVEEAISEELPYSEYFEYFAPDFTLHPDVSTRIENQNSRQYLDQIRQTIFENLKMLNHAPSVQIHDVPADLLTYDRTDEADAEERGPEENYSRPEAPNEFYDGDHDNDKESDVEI
TMEM16A act: activators or potentiators of mouse TMEM16A chloride channel; hit rate 0.3% among 340,000; HEK293 TMEM16A/YFP-H148Q/I152L, iodide quench fluorescence; active compounds read low; B-score at 10 µM;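 active = fluorescence-ratio B-score plate-corrected deviation score at least 3 library SD below zero, with starting fluorescence score within 5 deviations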;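 also: channel opened by trigger with iodide after compound preincubation; score built on the fluorescence ratio of max minus min over baseline; more negative score means more quench and so TMEM16A activation or potentiation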
KCNQ1 block: blocks the human KCNQ1 potassium channel | P51787 | CHO-K1 KCNQ1, FluxOR thallium flux fluorescence; active compounds read high | B-score at 10 µM | hit rate 1.3% among 310,000 | AID 2642;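 active = compounds whose thallium flux B-score, printed positive for inhibition, exceeds three library SD while starting fluorescence stays within three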;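 also: channel opened by potassium depolarization with thallium stimulus after 20 min compound exposure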
RGS4 inh: inhibitors of human RGS4; P49798; HEK293 M3R/RGS4 inducible, Fluo-4 calcium flux; active compounds read high; triggered by carbachol at its EC20; B-score at 10 µM; hit rate 0.45% among 310,000; AID 463165;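 active = B-score, a plate-corrected calcium signal, over three deviations above library mean, with baseline fluorescence within five deviations of library mean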;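 also: RGS4 expression induced by doxycycline in cells with stable M3 receptor; B-score is computed from the integrated fluorescence ratio over baseline after carbachol; higher B-score means a larger calcium signal and so more RGS4 inhibition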
Starred values were filed as active, the others as inactive; i = inactive; u = inconclusive; x = not tested or not shown.

SMILES	KCNQ1 act	RGS4 pot	ANO1 block	hERG protect	KCNK9 inh	KCNK3 inh	SKKanGAS inh	HDAC3 inh	TMEM16A act	KCNQ1 block	RGS4 inh
Cc1ccc(C(=O)COC(=O)CCN2C(=O)C3C4C=CC(C5CC45)C3C2=O)cc1 (stereo not drawn)	i	i	i	-6	i	i	2	-3	i	i	i
Cc1ccc(C(=O)NCCc2ccc(S(=O)(=O)N3CCCC3)cc2)cc1	i	i	i	-3	i	i	-11	-3	i	i	i
CC(=O)c1cc(F)ccc1OCC(=O)N1CCCc2ccccc21	i	i	i	-4	i	i	2	2	i	i	i
COCCCN1C(=O)C(=O)/C(=C(/O)c2ccc(S(=O)(=O)N3CCCCC3)cc2)C1c1cccc(OC)c1 (stereo not drawn)	i	i	i	-5	i	i	0	9	i	i	i
O=C(CSc1cccc[n+]1[O-])Nc1cc2c(cc1Cl)C(=O)c1ccccc1C2=O	i	i	i	0	i	i	4	-1	i	i	12*
OCCNc1nc(Nc2ccc(Cl)c(Cl)c2)nc2ccccc12	i	i	i	-14	i	i	0	4	i	i	i
Cc1cc([N+](=O)[O-])c2c(c1C)C1C=CCC1C(c1ccccn1)N2 (stereo not drawn)	i	i	i	-16	i	x	3	6	x	i	i
Cc1[nH]n(-c2ccccc2)c(=O)c1C(=O)c1ccccc1	i	i	i	-14	i	i	-5	-4	i	i	i
COc1cccc(COc2ncnc3sccc23)c1	i	i	i	-14	i	i	3	-3	i	i	i
Cc1ccc(S(=O)(=O)N2CCN(C3CC(=O)N(CCc4ccccc4)C3=O)CC2)cc1C (stereo not drawn)	i	i	i	-10	i	i	6	-1	i	i	i
CC(=O)c1cccc(NS(=O)(=O)c2c(C)n[nH]c2C)c1	i	i	i	-4	i	i	u	-11	i	i	i
O=C(/C=C/Sc1ccc(C(F)(F)F)cn1)c1ccccc1	i	i	i	-11	i	i	4	-6	i	i	i
CN1C(=O)C2(C(C#N)=C(N)N(c3ccc(Cl)cc3)C3=C2C(=O)CC(C)(C)C3)c2ccccc21 (stereo not drawn)	i	i	i	-5	i	i	5	-2	i	i	i
CCCc1nn(CCc2ccccn2)c(N)c1CC	i	i	i	-13	i	i	0	-3	i	i	i
CCOc1ccc(/C=N/n2c(C)nnc2C)cc1OC	i	i	i	-6	i	i	-6	2	i	i	i
CC1(C)CC(=O)C2=C(C1)N(c1ccccc1)C(N)=C(C#N)C2c1ccccc1 (stereo not drawn)	i	i	i	-14	i	i	-1	10	i	i	i
O=C(Nc1ccccc1OC(F)F)c1ccccc1	i	i	i	-6	i	i	5	-4	i	i	i
CCOC(=O)c1cccc(NC(=O)CSc2nnc(C3CCCCC3)n2CC)c1	i	i	i	-11	i	i	-6	-8	x	i	i
O=C(O)CSCc1ccc(Cl)cc1	i	i	i	-5	i	i	-4	2	i	i	i
C#CCNC(=O)C1=C[C@@H](c2ccc(Br)cc2)[C@H](CCCO)[C@@H](OCC)O1	i	i	i	-12	i	i	2	-1	i	i	i
CC(C)c1onc(C(=O)N2CCOCC2)c1[N+](=O)[O-]	i	i	i	-2	i	i	-7	3	i	i	i
COC(=O)c1ccc(C2SCC(=O)N2Cc2ccccc2)cc1 (stereo not drawn)	i	i	i	-3	i	i	-3	-2	i	i	i
COCCN(C(=O)CC(C)(C)C)c1nnc(-c2cccnc2)s1	i	i	i	-8	i	i	-3	6	i	i	i
Cc1cc(NCc2ccc(F)cc2)nc2cc(Cl)ccc12	i	i	i	-6	i	i	20	-3	i	i	i
O=C(Nc1ccccn1)c1cc2ccccc2o1	i	i	i	3	i	i	24	10	i	i	i
COc1ccc(NC(=O)NCCN2CCN(c3cccc(Cl)c3)CC2)cc1	i	i	i	-10	i	i	-6	x	i	i	i
COC(=O)CCC(=O)OC1(C)C(=O)C=C2C=C(C3CC3)N(c3cccc(C#N)c3)C=C2C1=O (stereo not drawn)	i	i	i	-5	i	i	5	2	i	i	i
COc1cccc(CN2CC(C(=O)N3CCCCCC3)CCC2=O)c1 (stereo not drawn)	i	i	i	-8	i	i	4	-3	i	i	i
COc1ccc2c(c1)c(C(O)CN1CCC(Cc3ccccc3)CC1)c(C)n2C (stereo not drawn)	i	i	i	-15	i	i	0	-1	i	i	i
O=C(Nc1ccc(S(=O)(=O)Nc2ncccn2)cc1)c1cccc(S(=O)(=O)N2CCCC2)c1	i	i	i	-10	i	i	-14	-2	i	i	i
CCc1ccc(NC(=O)Cc2cn(C)c3ccccc23)cc1	i	i	i	-10	i	i	5	-2	i	i	i
O=C(NCc1ccccn1)NC1CCCCC1	i	i	i	-4	i	i	-11	-1	i	i	i
Clc1ccc(CNc2cnccn2)cc1	i	i	i	-9	i	i	-3	-23	i	i	i
Cc1cc2c(c(=O)n1CCN(C)C)C(c1ccc(Cl)cc1)C(C#N)=C(N)O2 (stereo not drawn)	i	i	i	-9	i	i	-7	-1	i	i	i
Cc1ccsc1/C=C(\C#N)C(=O)Nc1c(C)n(C)n(-c2ccccc2)c1=O	i	i	i	-4	i	i	1	7	i	i	i
COc1ccc(-c2[nH]nc3oc(=O)cc(C)c23)cc1	i	i	i	-4	i	i	-2	-12	i	i	i
CCOC(=O)NCc1ccc2c(c1)OCO2	i	i	i	-9	i	i	-5	-2	i	i	i
N/C(=N\OC(=O)COc1ccccc1)c1ccccn1	i	i	i	-8	i	i	0	x	i	i	i
O=C(Oc1cccc(NC(=O)c2ccco2)c1)c1cccc(S(=O)(=O)N2CCCC2)c1	i	i	i	-9	i	i	-9	15	i	i	i
COc1ccc(O)c(CN2CCCC(C(=O)Nc3cccc(-n4cccn4)c3)C2)c1 (stereo not drawn)	i	i	i	-10	i	i	-1	-1	i	i	i
O=C(NNS(=O)(=O)c1ccc(Cl)cc1)C1CCN(Cc2ccccc2)CC1	i	i	i	-9	i	i	-1	8	i	i	i
FC(F)(F)c1nnc(-c2ccccc2)nc1Oc1ccccc1	i	i	i	-10	i	i	3	7	i	i	i
COc1ccc(C(=O)N2c3ccc(F)cc3CCC2C)cc1OC (stereo not drawn)	i	i	i	-6	i	i	-5	4	i	i	i
S=C(NCCCN1CCOCC1)N1CCN(c2nc(-c3ccc(Cl)cc3)cs2)CC1	i	i	i	-14	i	i	-20	-1	i	i	i
Cc1c(NC(=O)c2ccc(N3CCCC3)c([N+](=O)[O-])c2)cccc1-c1nc2ccccc2s1	i	i	i	-6	i	i	-1	2	i	i	i
CCCCn1c(SCc2ccccn2)nc2c1c(=O)n(C)c(=O)n2C	i	i	i	-3	i	i	4	0	i	i	i
Cc1ccccc1NC(=S)N(CCCN1CCC(C)CC1)Cc1ccco1	i	i	i	-13	i	i	-2	-4	i	i	i
CN1/C(=C\C(=O)c2cccs2)C(C)(C)c2ccccc21	i	i	i	-11	i	i	-4	2	i	i	i
Cc1nc2c(c(C)c1C#N)C(=O)c1ccccc1-2	i	i	i	-13	i	i	1	-4	i	i	i
CCOc1ccccc1NC(=O)CSc1c(C)n[nH]c1C	i	i	i	-4	i	i	4	-3	i	i	i
COc1ccccc1NCCC(=O)OCC(=O)NCc1ccco1	i	i	i	-5	i	i	-5	-12	i	i	i
COCCNc1c(-c2ccc(OC)cc2)nc2ccc(Cl)cn12	i	i	i	-12	i	i	-4	4	i	i	i
Cc1c(NC(=O)c2cc(-c3ccco3)on2)c(=O)n(-c2ccccc2)n1C	i	i	i	-9	i	i	x	2	i	i	i
Cc1cc(NC(=O)C(C)SCC(=O)Nc2ccc(Br)cc2Br)no1 (stereo not drawn)	i	i	i	-14	i	i	-9	1	i	i	i
CCC(CC)COC(=O)C(C#N)c1nc2ccccc2nc1N1CCOCC1 (stereo not drawn)	i	i	i	-19	-16*	-12*	21	-2	i	i	i
Cc1nnn(C23CC4CC(CC(CC(=O)Nc5cccc(F)c5)(C4)C2)C3)n1	i	i	i	-13	i	i	14	5	i	i	i
COCCSc1nnc(NC(=O)C2CC(=O)N(c3ccc(C)cc3)C2)s1 (stereo not drawn)	i	i	i	-5	i	i	-1	-2	i	i	i
COc1cccc(CCNC(=O)c2ccc(C#N)cc2)c1	i	i	i	-16	i	i	1	-3	i	i	i
Cc1ccc2nc(N(CCN(C)C)C(=O)/C=C/c3cccs3)sc2c1	i	i	i	-7	i	i	2	x	i	i	i
O=C(/C=C/c1ccccc1Cl)NC1CCCCC1	i	i	i	-4	i	i	-5	-11	i	i	i

Going on with the list:
SMILES	KCNQ1 act	RGS4 pot	ANO1 block	hERG protect	KCNK9 inh	KCNK3 inh	SKKanGAS inh	HDAC3 inh	TMEM16A act	KCNQ1 block	RGS4 inh
COc1ccccc1CNC(=O)[C@H](C)NC(=O)C1CCN(C(=O)[C@@H](N)CC(C)C)CC1	i	i	i	-8	i	i	1	3	i	i	i
Cc1cc(=O)oc2cc(OCC(=O)Nc3cccc(S(=O)(=O)N(C)C)c3)ccc12	i	i	i	-1	i	i	9	1	i	i	i
CCOCCCNC(=O)c1ccc(N2CCCC2)c(NS(=O)(=O)c2ccc(C)cc2)c1	i	i	i	-2	i	i	6	-7	i	i	i
CC1CCc2nc(NC(=O)CN3CCOCC3)sc2C1 (stereo not drawn)	i	i	i	-5	i	i	-2	5	i	i	i
N#Cc1c(Nc2ccc(F)cc2)sc(C(=O)c2ccccc2)c1N	i	i	i	-2	i	i	4	-1	i	i	i
CCOC(=O)c1ccc(NC(=O)Nc2ccccn2)cc1	i	i	i	-6	i	i	0	5	i	i	i
CCC(CC)c1nnc(NC(=O)c2ccco2)s1	i	i	i	-4	i	i	-5	3	i	i	i
CN(C)C1(CNC(=O)C2CCN(S(=O)(=O)c3cccc(C(F)(F)F)c3)CC2)CCCCC1	i	i	i	-12	i	i	5	1	i	i	i
CCC1CCCN1Cn1cnc2c([nH]c3ccc(OC)cc32)c1=O (stereo not drawn)	i	i	i	-9	i	i	6	-10	i	i	i
Cc1ccc(CN2C(=O)N/C(=C\c3ccc(N4CCOCC4)cc3)C2=O)cc1	i	i	i	-7	i	i	3	x	i	i	i
